# FadD28 binding – M. tuberculosis FadD28 bisubstrate binding inhibition; FadD28 bisubstrate probe binding, fluorescence polarization; inhibition, % at 12.5 µM; 0.22% of 360,000 active; AID 588549; in the data active means inhibition above about 8.5%, passing the limit was not always enough; inconclusive means no clear call, values can overlap the other calls
# TcdB GH inh – inhibitors of Clostridioides difficile toxin B glycohydrolase | P18177 | TcdB glycohydrolase enzymatic assay, plate reader | inhibition, % at 9.99 µM | 0.24% of 350,000 active; in the data active means inhibition above about 10%
# GDH-TPI inh – GDH-TPI coupled enzyme inhibition counter-screen. GDH-TPI coupled enzyme counterscreen, NADH absorbance. inhibition, % at 4.8 µM. 1.2% of 360,000 active. AID 588335; in the data active means inhibition above about 30%;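 further: 0% = DMSO wells and 100% = wells lacking the enzyme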
# PfHsp40 yeast – compounds rescuing yeast from Plasmodium falciparum HSP40 toxicity; AID 504582; 0.68% of 340,000 active; S. cerevisiae expressing PfHsp40, growth rescue, ATP luminescence; growth rescue, % at 12.5 µM; in the data active means growth rescue above about 28%, passing the limit was not always enough; inconclusive means no clear call, values can overlap the other calls;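 further: yeast W303a lacking pdr1 and pdr3 grown in galactose medium; growth measured after three days at 30 °C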
# BioA inh – BioA (M. tuberculosis) enzyme inhibition; AID 602481; purified M. tuberculosis BioA enzyme, plate reader; inhibition, % at 9.99 µM; 0.096% of 360,000 active; in the data active means inhibition above about 40%; inconclusive means no clear call, values can overlap the other calls
# Yp Topo-I inh – blocks Yersinia pestis topoisomerase I activity | Y. pestis Topo-I cleavage product accumulation, plate reader | activity, % at 10 µM | 0.064% of 360,000 active; in the data active means activity above about 50%, passing the limit was not always enough; inconclusive means no clear call, values can overlap the other calls; further: inactives centre near 2
# UGM FP inh – Mtb UDP-galactopyranose mutase inhibition. AID 504406. P9WIQ1. inhibition, % at 10 µM. 0.06% of 320,000 active. purified UGM, fluorescence polarization probe displacement; in the data active means inhibition above about 10%, passing the limit was not always enough; inconclusive means no clear call, values can overlap the other calls
# Target sequence (P9WIQ1 whole entry, looked up): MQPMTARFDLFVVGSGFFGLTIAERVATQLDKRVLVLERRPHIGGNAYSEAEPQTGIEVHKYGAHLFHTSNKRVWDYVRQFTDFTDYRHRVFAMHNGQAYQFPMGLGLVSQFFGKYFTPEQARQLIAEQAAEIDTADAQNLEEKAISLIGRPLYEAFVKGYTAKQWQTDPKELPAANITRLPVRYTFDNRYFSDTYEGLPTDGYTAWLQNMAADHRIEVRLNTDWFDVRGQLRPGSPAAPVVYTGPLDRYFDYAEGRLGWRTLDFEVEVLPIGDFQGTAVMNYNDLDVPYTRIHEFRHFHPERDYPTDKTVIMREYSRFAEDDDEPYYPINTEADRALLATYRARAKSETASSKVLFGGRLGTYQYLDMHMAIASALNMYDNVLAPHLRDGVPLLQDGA
# BH1578 lux ind – quorum light induction in luxS cqsA deficient V. cholerae. 0.16% of 350,000 active. V. cholerae BH1578 lux reporter, luminescence, 6 h. activation, % at 18.7 µM. AID 588436; in the data active means activation mostly above about 9.7%, no sharp cut-off; inconclusive means no clear call, values can overlap the other calls; inactive means mostly below about 3.7%; further: not every result past the cut was called active; inactives centre near 0; reference of the scale not given here
# FBA Mtb inh – Mtb fructose-bisphosphate aldolase inhibition; P9WQA3; purified M. tuberculosis FBA, fluorescence read-out; inhibition, % at 1 µM; 2.3% of 360,000 active; AID 588726; in the data active means inhibition above about 27%;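 further: 0% = vehicle and 100% = reference inhibitor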
# Target sequence (P9WQA3 whole entry, looked up): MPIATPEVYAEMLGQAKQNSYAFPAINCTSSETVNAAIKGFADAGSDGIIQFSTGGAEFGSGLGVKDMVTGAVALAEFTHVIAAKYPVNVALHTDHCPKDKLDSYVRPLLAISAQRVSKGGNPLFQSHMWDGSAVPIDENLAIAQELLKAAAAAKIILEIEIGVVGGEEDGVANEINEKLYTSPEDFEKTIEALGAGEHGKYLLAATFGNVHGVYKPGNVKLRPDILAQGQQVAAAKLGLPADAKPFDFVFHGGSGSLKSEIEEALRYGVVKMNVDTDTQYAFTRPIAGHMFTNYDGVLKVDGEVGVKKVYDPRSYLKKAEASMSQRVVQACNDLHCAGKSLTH
# Starred values were filed as active, the others as inactive; i = inactive; ? = inconclusive; nt = no result given.
# Start of the listing, in advance (2 entries):
Molecule	UGM FP inh	BioA inh	FBA Mtb inh	Yp Topo-I inh	TcdB GH inh	BH1578 lux ind	GDH-TPI inh	FadD28 binding	PfHsp40 yeast
COC(=O)c1cc([N+](=O)[O-])ccc1N1CCN(Cc2ccccc2)CC1	0.5	2.7	-0.6	3.9	nt	i	14.0	0.2	0.3
Cn1c(CCN2CCOCC2)nc2cc(NC(=O)COc3ccc([N+](=O)[O-])cc3)ccc21	-3.1	nt	1.6	0.3	1.4	-0.9	-8.3	-3.8	-0.3

# Results, previewed entries included:
Molecule	UGM FP inh	BioA inh	FBA Mtb inh	Yp Topo-I inh	TcdB GH inh	BH1578 lux ind	GDH-TPI inh	FadD28 binding	PfHsp40 yeast
COC(=O)c1cc([N+](=O)[O-])ccc1N1CCN(Cc2ccccc2)CC1	0.5	2.7	-0.6	3.9	nt	i	14.0	0.2	0.3
Cn1c(CCN2CCOCC2)nc2cc(NC(=O)COc3ccc([N+](=O)[O-])cc3)ccc21	-3.1	nt	1.6	0.3	1.4	-0.9	-8.3	-3.8	-0.3
CCNCCC(=O)N1c2ccccc2Sc2ccc(NC(=O)OCC)cc21	-1.0	1.1	-2.1	-4.2	nt	i	11.6	-1.9	-0.2
CCc1noc(C)c1C(=O)N1CCCC(C(=O)c2ccc(OC)c(F)c2)C1 (stereo not drawn)	0.1	nt	-2.2	3.7	1.1	i	7.1	1.5	0.0
COc1cc2cnncc2cc1OC	0.7	-1.4	1.0	1.1	nt	-0.7	4.6	-4.1	0.2
CC(C)(C)CC(=O)NC(=S)NCc1ccccc1	-3.3	nt	4.4	-2.9	-3.6	1.1	-0.9	-0.6	0.3
NS(=O)(=O)c1ccc(NC(=O)CCCC(=O)O)cc1	2.7	nt	1.2	-0.3	0.3	-0.3	-3.9	-0.7	-0.9
CC1=C(C(=O)OC(C)C)C(c2cccc(F)c2)N2C(=O)C(C)SC2=N1 (stereo not drawn)	-0.4	-1.4	2.9	17.7	nt	6.2	20.5	-5.0	0.5
COc1cc(CNCc2cccs2)ccc1OCc1cccs1	-1.0	1.1	2.1	15.4	nt	-12.5	6.4	-2.0	1.5
Cc1cccc(NC(=O)N[C@@H](C)C(=O)O)c1	1.1	-0.7	0.4	3.5	nt	i	0.0	-1.4	0.2
CCOc1ccc(S(=O)(=O)N2CCN(C(=O)CCC(=O)N3CCOCC3)CC2)cc1	2.8	1.0	-3.3	4.2	1.8	-2.5	-6.5	-1.1	-0.3
O=C(NC(Cc1ccccc1)C(=O)O)c1ccc(S(=O)(=O)N2CCOCC2)cc1 (stereo not drawn)	1.0	-1.0	2.0	4.7	nt	i	-8.6	-2.3	2.0
COc1ccc(N(CC(=O)Nc2ccccc2C(=O)NCc2ccco2)S(C)(=O)=O)cc1	1.4	1.1	4.5	14.6	3.5	-0.2	0.6	-0.9	-1.1
C=CCSC1=N/C(=C\c2cc(OC)c3c(c2)OCO3)C(=O)S1	6.1	-2.0	1.0	-4.1	nt	-0.5	4.4	-1.8	-0.4
CC[C@@H]1C=C(C(=O)O)[C@H](c2ccc(F)cc2)N1S(=O)(=O)c1ccc(C)cc1	-0.9	8.9	-0.2	5.5	2.9	-1.9	2.1	0.5	1.5
Cc1cccc(NC(NC(=O)c2cccnc2)C(Cl)(Cl)Cl)c1 (stereo not drawn)	3.4	1.6	0.4	-0.1	nt	i	-5.5	-2.2	-0.8
Clc1cc(Cl)cc(Nc2ccccc2CN(C/C=C/c2ccc3c(c2)OCO3)Cc2ccccc2)c1	nt	-1.3	-2.0	1.4	0.2	i	-5.2	-1.4	nt
COCCCNC(=O)C1c2ccccc2Oc2ccccc21	0.7	-1.2	-1.2	4.2	-2.1	0.7	-1.5	-4.9	-1.5
CC1CCC(CN2C(Nc3ccccc3)=NC[C@@H]2Cc2ccccc2)CC1 (stereo partly drawn)	-1.6	2.0	5.1	26.2	0.2	-0.1	-0.9	0.1	-0.4
CCOC(=O)C1CCCN(CCC(=O)Nc2ccc3c(c2)CCC3)C1 (stereo not drawn)	-3.0	0.4	0.0	-2.3	1.2	-0.4	-4.9	-2.3	?
CCc1ccc(C(O)c2ncc(-c3ccc4ccccc4c3)[nH]2)cc1 (stereo not drawn)	nt	-6.2	15.2	-7.4	0.9	i	-6.2	0.2	nt
CCCCn1nnnc1SCC(=O)Nc1ccc2c(c1)OCO2	-2.7	-3.0	-0.5	-7.5	nt	-6.5	10.4	2.2	-0.1
CC1CCCCC1NC(=O)CCS(=O)(=O)c1cc2c(cc1Cl)NC(=O)CO2 (stereo not drawn)	0.4	0.3	4.1	-2.1	-6.0	i	-2.5	-2.7	0.3
O=C(Nc1ccccc1N1CCCCC1)c1ncoc1-c1ccc(F)cc1	-4.9	-1.4	2.2	-7.3	nt	nt	-0.9	-2.1	-0.2
Fc1cccc(Cc2c(-c3ccc(Cl)cc3)nc3c(Cl)cc(C(F)(F)F)cn23)c1	nt	0.9	3.5	nt	0.8	nt	nt	-1.3	nt
Cc1ccc(-c2csc(C(C#N)=C(O)CN3CCN(C(=O)c4ccco4)CC3)n2)cc1	nt	nt	2.6	-1.6	2.2	i	21.6	3.1	-0.7
CCOc1ccccc1NC(=O)CSc1nc2nc(-c3cccs3)cc(C(F)(F)F)c2c(=O)[nH]1	0.7	nt	58.4*	9.3	-0.1	3.1	12.8	-2.1	1.1
O=C(NNC(=O)C1CCCCC1)C(=O)NC1CCCCC1	0.5	-2.5	0.1	-4.9	-1.0	i	9.5	1.2	-0.6
Cc1ccc(-c2nc3ncccc3o2)cc1NC(=O)c1ccc2c(c1)OCO2	nt	0.7	-2.2	3.2	-1.6	i	4.5	-1.5	-1.2
COc1ccc(NC(=O)CN(c2cccc(C(F)(F)F)c2)S(C)(=O)=O)cc1OC	-2.2	2.0	0.6	2.6	nt	i	-2.9	-0.6	0.2
C/C(=N/NC(=O)c1ccoc1C)c1ccc(N2CCOCC2)cc1	0.7	nt	4.1	-1.7	-0.2	0.0	27.3	-1.0	0.1
Cc1cccc(CN(CC(=O)N/N=C/c2ccco2)S(=O)(=O)c2ccc(Cl)cc2)c1	-1.0	-1.3	1.3	27.8	nt	i	10.1	-2.2	0.3
CCN(C(=O)CSc1nnc(SC(C)C)s1)C1CCS(=O)(=O)C1 (stereo not drawn)	-1.2	0.9	-2.4	4.9	1.5	i	5.5	1.5	-0.6
O=C(CN1C(=O)NC2(CCCC2)C1=O)OCc1cc(=O)n2cc(Br)ccc2n1	4.2	0.7	4.0	1.6	1.1	i	12.6	-1.1	0.7
O=[N+]([O-])c1ccc(Nc2nc(NC3CCCCC3)nc(N3CCCC3)n2)cc1	-0.8	nt	2.9	0.1	1.5	i	8.1	-1.3	-0.4
COc1ccc(C2=NN(c3nc(C(=O)O)cs3)C(O)(C(F)(F)F)C2)c(OC)c1 (stereo not drawn)	0.1	-0.7	52.7*	-0.8	0.8	-0.4	26.4	1.4	1.2
CC1(C)CC(/C=C/c2ccccc2)=Nc2ccccc2N1	-2.3	nt	1.4	3.2	1.3	-0.4	17.7	-0.5	0.2
C[C@]12CC(O)C3C(CCC4=CC(=O)CC[C@@]43C)C1CCC2c1csc(-c2ccccc2)n1 (stereo partly drawn)	0.4	0.4	0.3	7.2	-3.5	-0.4	-1.1	-2.1	0.0
CC1CC(C)(C)CC(=O)C1C(=O)c1ccccc1 (stereo not drawn)	-1.0	-0.6	-1.1	9.1	-4.4	i	-0.4	-2.2	-0.7
Cc1nc(NC(=O)c2cc3ccccc3o2)ccc1Br	0.1	-0.7	-1.1	-2.2	0.4	-0.8	5.2	-2.9	-1.3
Cc1cn(CC(=O)NCc2ccc3c(c2)OCO3)c(=O)[nH]c1=O	nt	0.1	0.7	-10.3	1.0	0.6	-7.5	-1.9	-0.3
CC(OC(=O)Cc1n[nH]c(=O)c2ccccc12)C(=O)Nc1ccc(F)cc1Cl (stereo not drawn)	-0.8	-1.1	-0.5	-5.5	1.2	-0.7	2.4	-0.3	-0.2
O=C(COc1ccc(F)cc1Br)NCC1COc2ccccc2O1 (stereo not drawn)	0.6	-0.9	-1.7	23.5	1.0	-0.6	1.0	-3.1	4.1
COc1ccc(C2CC(c3ccc(Cl)cc3)=NN2C(=O)c2cccc([N+](=O)[O-])c2)cc1 (stereo not drawn)	-1.1	nt	3.2	15.4	0.2	-0.1	17.3	0.5	0.4
COC(=O)c1ccc(OCC(O)CN2C(=O)c3ccccc3S2(=O)=O)cc1 (stereo not drawn)	2.5	nt	6.1	-6.6	0.8	i	2.2	0.5	1.7
Nc1nc(SCC(=O)c2ccc(Cl)cc2)c2ncn(C3OC(CO)C(O)C3O)c2n1 (stereo not drawn)	nt	2.0	0.0	2.9	1.5	i	11.4	-3.8	-0.7
Cc1cc(C)nc(NC(=O)/C=C/c2ccccc2Cl)n1	0.3	nt	-1.9	-3.1	nt	i	-1.7	-6.7	0.7
CC(=O)Nc1cccc(NC(=O)CSc2nc3c(c(=O)n(C)c(=O)n3C)n2C)c1	3.1	-5.5	-0.5	-3.8	2.0	-0.4	-5.5	1.0	0.2
COc1cccc(/C=N/n2cncn2)c1OCC#N	0.4	-2.4	6.0	6.5	nt	-0.3	5.5	-0.3	0.4
N#CCSc1ccc(-c2nc3ccccc3[nH]2)cn1	0.4	nt	11.5	-2.8	0.9	i	18.3	-6.8	0.4

# (list continues)
Molecule	UGM FP inh	BioA inh	FBA Mtb inh	Yp Topo-I inh	TcdB GH inh	BH1578 lux ind	GDH-TPI inh	FadD28 binding	PfHsp40 yeast
COc1ccc(C(=O)O)cc1S(=O)(=O)NCCN(C)C	-3.7	-10.6	3.1	8.6	0.3	-0.3	7.2	0.6	-0.2
O=C(NCC1CCCO1)C1CC(=O)N(c2ccccc2)C1 (stereo not drawn)	-0.1	-1.2	0.7	-0.5	2.4	-0.6	1.9	-1.2	-1.0
O=C(CSc1nncn1-c1ccccc1F)NC1CCCCC1	0.8	0.4	-2.8	3.9	0.4	1.2	-11.2	-4.5	-0.6
CCOc1ccc(-c2c(C(=O)N/N=C/c3cccs3)nnn2-c2nonc2N)cc1	0.5	-1.7	3.9	7.3	0.3	0.9	14.7	0.6	1.9
CN1C(=O)Cc2cc(S(=O)(=O)N3CCN(c4ccc(Cl)cc4)CC3)ccc21	-3.5	0.1	0.0	10.5	1.0	-2.1	1.7	-1.4	-1.0
NC(=O)CC(NC(=O)Cc1ccc(Cl)cc1)c1ccc(NC2CCCC2)c([N+](=O)[O-])c1 (stereo not drawn)	1.8	-2.4	-4.7	10.3	2.0	i	1.7	-2.1	0.2
CC1CC(C)CN(S(=O)(=O)N2CCCC(C(=O)NCCc3ccccc3)C2)C1 (stereo not drawn)	-1.9	-2.3	-1.5	2.9	0.8	i	-3.5	-1.4	-0.9
CCS(=O)(=O)c1ccc2c(c1)NC(=O)C(CCCl)O2 (stereo not drawn)	-0.4	-2.4	77.6*	14.6	0.5	i	-3.1	0.1	-0.8
CC1(C)CC(=O)C=C(c2ccc(-c3cnn(Cc4ccccc4)c3)cc2)C1=O	nt	-1.4	-4.2	30.9	0.6	-0.5	9.9	-0.9	nt
Cc1ccc(N2NC(C)(c3cccs3)NC2=S)cc1 (stereo not drawn)	nt	nt	0.4	-11.3	nt	i	4.4	-2.8	0.9
O=C(Nc1ccc(Cl)cc1Cl)C1=Cc2ccccc2OC1	-1.0	-1.2	0.7	9.4	nt	-0.3	5.0	0.7	-1.4
CCCc1cc(N2CCCC(C(=O)Nc3c(OC)cccc3OC)C2)n2ncnc2n1 (stereo not drawn)	-2.5	-0.8	3.9	2.6	nt	i	7.4	-0.4	0.4
S=C1NCCOCCNC(=S)NCCOCCOCCN1	0.6	0.5	2.9	1.6	-1.4	0.8	-8.6	-2.6	0.0
O=C(NCc1ccc(Cl)c(Cl)c1)c1ccco1	0.3	nt	-0.6	0.2	nt	1.1	-2.3	2.2	0.4
COC(=O)c1ccc(CSc2nccn2C)cc1	-1.7	1.7	1.8	-2.3	nt	-0.3	-1.4	-1.5	-0.1
CC1Cc2ccccc2N1C(=O)CSc1nnnn1-c1ccc2c(c1)OCCO2 (stereo not drawn)	-0.8	nt	1.9	12.5	nt	i	13.3	0.6	-1.6
